Screens: PubChem BioAssay, several laboratories
T cell modulator: T cell immune modulators affecting CD8 T cell-vesicle binding. 2C CD8+ T cell-vesicle binding, flow cytometry; hits give low values. calls only at 7 µM. hit rate 0.068% among 330,000. AID 2052;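 active = response, share of CD8 T cells binding vesicles, and their 90th percentile fluorescence all below set limits, cut at about 80% in these data, passing the limit was not always enough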
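Test system: purified 2C TCR transgenic mouse naive CD8+ T cells. Probe or stimulus: QL9-peptide-loaded Drosophila micro-vesicles bearing Ld, ICAM-1 and B7-1. Incubation: binding step 1.5 h, 37 °C, antibody labelling 20 min, ice. Measured by: flow cytometry of vesicle-bound cells.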
SV40 large T antigen: TAg ATPase/helicase activity blockers – biochemical (AID 1903); SV40 large T antigen ATPase/helicase inhibition assay; higher % means a stronger effect; inhibition, % at 20 µM, or IC50 in µM where a hit was titrated; hit rate 0.39% among 310,000; in the data active = a potency from the dose series; note: strong numbers were not always called active
MgcRacGAP inhibition: MgcRacGAP GTPase-activating activity inhibitors, confirmation, biochemical, ADP Hunter fluorescence | MgcRacGAP-stimulated Rac1 GTP hydrolysis, ADP Hunter fluorescence; higher % means a stronger effect; GST-tagged Rac1 F28L mutant substrate | inhibition, % at 30 µM, or IC50 in µM where a hit was titrated | hit rate 0.6% among 340,000 | AID 624330;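 active = first-screen hits whose inhibition reached a set limit at any dose in the follow-up dose series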;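 note: fluorescence reports GDP produced by GAP-driven GTP hydrolysis; strong numbers were not always called active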
West Nile virus CPE: West Nile virus antiviral activity, cell-based, CPE readout (AID 1621) | hit rate 0.02% among 290,000 | West Nile virus-infected cells, CPE inhibition; higher % means a stronger effect | CPE inhibition, % at 10 µM, or IC50 in µM where a hit was titrated; in the data active = a potency from the dose series; note: strong numbers were not always called active
RSV CPE inhibition: RSV antiviral activity via CPE protection, HEp-2 cells, primary 10 µM value included (AID 2391). HEp-2 cells, RSV-induced CPE inhibition; higher % means a stronger effect. CPE inhibition, % at 10 µM, or IC50 in µM where a hit was titrated. hit rate 0.13% among 310,000; in the data active = a potency from the dose series; note: strong numbers were not always called active
b-catenin transl: beta-catenin nuclear translocation modulation. hit rate 0.3% among 190,000. nuclear translocation activity, % at 5 µM. HeLa beta-catenin nuclear translocation, immunofluorescence imaging;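 active = nuclear translocation activity above 50% at 5 µM, with a well cell count of 50 or more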;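 note: per-cell ratio of nuclear to cytoplasmic median beta-catenin stain intensity; plate controls were DMSO negative control for no effect and GSK-3 inhibitor IX positive control for full effect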
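Test system: human HeLa cells, native beta-catenin. Compound dosing: 5 µM primary single dose, 0.1% DMSO, 0.02–20 µM confirmation series. Incubation: compound exposure 24 h at 37°C. Detection: beta-catenin immunostaining with DAPI counterstain, 20x imaging, 6 fields/well. Read-out basis: Nuclear/cytoplasmic beta-catenin signal ratio, % activation.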
WT yeast gro inh: growth inhibition of WT yeast, mitochondrial fusion screen; inhibition, % at 10 µM; mitochondrial fusion phenotypic screen, WT strain; hit rate 2.1% among 190,000; AID 1362; in the data active = inhibition above about 58%; tested in S. cerevisiae
Salmonella PhoP GFP: inhibitors of PhoP regulon expression, primary screen, Salmonella Typhimurium, GFP reporter (AID 1863); S. Typhimurium PhoP-regulated promoter GFP reporter, 4 h; higher % means a stronger effect; one-dose inhibition, % at 50 µM; IC50 in µM for titrated hits; hit rate 0.16% among 300,000;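 active = inhibition over 29.93%, a cutoff 3 SD above the screen mean, later confirmed by dose response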;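 note: 0% = low Mg2+ inducing control and 100% = high Mg2+ repressing control; strong numbers were not always called active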
Myeloid diff 2: promotes myeloid progenitor differentiation; ER-HoxA9 myeloid progenitors, lysozyme-GFP differentiation, flow cytometry; hit rate 1% among 360,000; AID 624256; calls only at 10 µM;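 active = normalized GFP-positive differentiation at or above the plate's own cutoff, the solvent-only control mean plus 3 SD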;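 note: cells exposed to compound for four days before flow analysis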
WT yeast gro inh mutant strain: also measured in WT yeast gro inh; calls as there; inhibition, %; mitochondrial fusion phenotypic screen, mutant strain inhibition
b-catenin transl cell count 5 µM: second read-out of b-catenin transl, no call of its own (marks repeat the call); cell count; measured here: cell count, cytotoxicity flag
T cell modulator vesicle-bound %: second read-out of T cell modulator, no call of its own (marks repeat the call); double positive events, %; measured here: CD8+ vesicle-bound cell fraction;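 binding gate set so that unloaded-vesicle control wells show 10% double positive cells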
Myeloid diff 2 GFP+ MAC1+ %: recorded beside Myeloid diff 2, whose call it bears; GFP+ MAC1+ double positive, %; measured here: differentiation confirmed by MAC1 staining
Starred values were filed as active, the others as inactive; i = inactive; . = not tested or not shown.

SMILES	T cell modulator	T cell modulator vesicle-bound %	SV40 large T antigen	MgcRacGAP inhibition	West Nile virus CPE	RSV CPE inhibition	b-catenin transl	b-catenin transl cell count 5 µM	WT yeast gro inh	WT yeast gro inh mutant strain	Salmonella PhoP GFP	Myeloid diff 2	Myeloid diff 2 GFP+ MAC1+ %
Cn1c(=O)n(CC(=O)OCc2ccccc2)c(=O)c2c1nc1n2CCCN1C1CCCCC1	i	39.0	.	2.8%	0.4%	0.2%	.	.	.	.	.	i	0.3
CC(=O)c1cnc(Nc2ccccc2)s1	i	28.0	1.8%	13.2%	0.1%	-0.3%	0.1	1122	-15.2	-18.0	2.5%	.	.
COc1ccccc1/C=C/C(=O)NNC(=O)c1cc(C)oc1C	i	41.2	8.7%	-0.1%	.	0.2%	.	.	.	.	-3.4%	i	1.5
COCCNC(=O)C(=O)NCC(c1ccc2c(c1)OCO2)N1CCN(c2ccc(F)cc2)CC1 (stereo unspecified)	i	14.7	6.9%	8.0%	-1.4%	3.1%	.	.	.	.	2.9%	i	1.1
COC(=O)C1=C(C)N(Cc2ccccc2)C(=NCCCCO)N[C@H]1CCc1ccccc1	i	27.1	9.7%	8.8%	-0.5%	-0.8%	.	.	.	.	0.3%	i	1.1
CCOc1cc(CNCCc2c[nH]c3ccccc23)cc(Cl)c1OCC(N)=O	i	33.3	-3.4%	6.6%	0.1%	-3.1%	-0.2	1250	.	.	-1.5%	i	0.6
COc1ccccc1N1CCN(C(=O)C(OC(C)=O)c2ccccc2)CC1 (stereo unspecified)	i	34.7	-5.0%	5.1%	0.1%	2.6%	-0.1	1274	10.2	-0.9	15.9%	i	0.9
CCC1CCCCN1C(=O)NC(=O)c1ccccc1 (stereo unspecified)	i	54.7	3.3%	8.6%	-0.5%	1.2%	.	.	.	.	3.0%	i	0.6
Cc1ccc(C2c3c(C)nn(-c4ccc([N+](=O)[O-])cc4)c3N=C3C(=O)Nc4ccccc4N32)cc1 (stereo unspecified)	i	48.2	28.8%	.	1.0%	3.6%	-4.7	1045	2.9	16.6	-2.8%	.	.
CN(C)C(=O)COC(=O)c1cc(Cl)cc(Cl)c1N	i	15.1	7.1%	7.8%	0.7%	0.4%	.	.	7.1	-4.2	0.5%	i	1.9
CC(=O)c1ccc(CCCCCCCCCC(=O)O)s1	i	52.5	4.5%	6.0%	-0.1%	3.6%	2.4	1415	-8.1	7.0	-1.9%	i	2.0
Cc1ccc(/C=N/N2CCN(c3ccncc3S(=O)(=O)N3CCCCC3)CC2)cc1	i	31.2	-2.9%	2.4%	0.4%	1.3%	0.1	1435	5.6	-49.9	5.6%	i	0.8
CCC1CN(C(=O)N2CCC(C(=O)NCc3cccc(OC)c3OC)CC2)c2cc(C)ccc2O1 (stereo unspecified)	i	5.9	1.6%	14.5%	0.2%	16.6%	.	.	.	.	-0.8%	i	0.4
CCOc1ccc(Cl)cc1S(=O)(=O)NC1CCCC1	i	16.5	1.0%	8.0%	-0.8%	1.9%	.	.	.	.	-3.8%	i	0.7
CCNC(=S)NNC(=O)c1csc2c1CCC(C)C2 (stereo unspecified)	i	22.5	18.9%	0.6%	0.3%	0.8%	.	.	-35.5	8.2	-3.7%	i	1.4
Cc1ccc(C(=O)Nc2nc(C)c(C(=O)N(C)C)s2)o1	i	53.0	3.0%	5.6%	-0.1%	0.2%	.	.	.	.	-3.5%	i	1.1
CCOc1ccc(NS(=O)(=O)c2ccc(OCC(=O)NCCCOC)cc2)cc1	i	53.6	21.3%	2.8%	-0.1%	0.9%	.	.	-4.4	4.9	0.5%	i	5.8
COc1ccc(C(=O)NCc2cccs2)cc1S(=O)(=O)N1CCOCC1	i	3.6	7.1%	8.5%	0.2%	-0.4%	0.6	953	6.5	13.9	5.9%	i	0.2
Cn1nc([N+](=O)[O-])c(C(C#N)c2nc3ccccc3n2C)c(Cl)c1=O (stereo unspecified)	i	20.4	31.1%	18.9%	0.9%	-0.4%	-5.0	569	-3.8	13.4	4.2%	i	0.8
Cc1ccc(/C=N/N2CCN(Cc3ccccc3)CC2)cc1	i	40.0	8.3%	10.0%	-0.4%	2.1%	-2.6	1014	12.9	18.9	7.6%	i	0.7

Exported bar-delimited: 8 of the compounds above.
SMILES | T cell modulator | T cell modulator vesicle-bound % | SV40 large T antigen | MgcRacGAP inhibition | West Nile virus CPE | RSV CPE inhibition | b-catenin transl | b-catenin transl cell count 5 µM | WT yeast gro inh | WT yeast gro inh mutant strain | Salmonella PhoP GFP | Myeloid diff 2 | Myeloid diff 2 GFP+ MAC1+ %
CCC1CN(C(=O)N2CCC(C(=O)NCc3cccc(OC)c3OC)CC2)c2cc(C)ccc2O1 (stereo unspecified) | i | 5.9 | 1.6% | 14.5% | 0.2% | 16.6% | . | . | . | . | -0.8% | i | 0.4
CCOc1ccc(Cl)cc1S(=O)(=O)NC1CCCC1 | i | 16.5 | 1.0% | 8.0% | -0.8% | 1.9% | . | . | . | . | -3.8% | i | 0.7
CCNC(=S)NNC(=O)c1csc2c1CCC(C)C2 (stereo unspecified) | i | 22.5 | 18.9% | 0.6% | 0.3% | 0.8% | . | . | -35.5 | 8.2 | -3.7% | i | 1.4
Cc1ccc(C(=O)Nc2nc(C)c(C(=O)N(C)C)s2)o1 | i | 53.0 | 3.0% | 5.6% | -0.1% | 0.2% | . | . | . | . | -3.5% | i | 1.1
CCOc1ccc(NS(=O)(=O)c2ccc(OCC(=O)NCCCOC)cc2)cc1 | i | 53.6 | 21.3% | 2.8% | -0.1% | 0.9% | . | . | -4.4 | 4.9 | 0.5% | i | 5.8
COc1ccc(C(=O)NCc2cccs2)cc1S(=O)(=O)N1CCOCC1 | i | 3.6 | 7.1% | 8.5% | 0.2% | -0.4% | 0.6 | 953 | 6.5 | 13.9 | 5.9% | i | 0.2
Cn1nc([N+](=O)[O-])c(C(C#N)c2nc3ccccc3n2C)c(Cl)c1=O (stereo unspecified) | i | 20.4 | 31.1% | 18.9% | 0.9% | -0.4% | -5.0 | 569 | -3.8 | 13.4 | 4.2% | i | 0.8
Cc1ccc(/C=N/N2CCN(Cc3ccccc3)CC2)cc1 | i | 40.0 | 8.3% | 10.0% | -0.4% | 2.1% | -2.6 | 1014 | 12.9 | 18.9 | 7.6% | i | 0.7

Next section.
SMILES	T cell modulator	T cell modulator vesicle-bound %	SV40 large T antigen	MgcRacGAP inhibition	West Nile virus CPE	RSV CPE inhibition	b-catenin transl	b-catenin transl cell count 5 µM	WT yeast gro inh	WT yeast gro inh mutant strain	Salmonella PhoP GFP	Myeloid diff 2	Myeloid diff 2 GFP+ MAC1+ %
CS(=O)(=O)N1CCN(c2ccc(NC(=O)C(c3ccccc3)c3ccccc3)cc2)CC1	i	20.6	0.4%	0.1%	-0.4%	3.0%	1.1	547	4.8	5.6	2.7%	i	5.6
O=C(O)CCSc1ncnc2sc(-c3ccccc3)cc12	i	54.5	12.9%	0.2%	0.5%	3.2%	-1.7	1220	.	.	-9.9%	i	0.1
O=C(CN1CCN(C2CCCCC2)CC1)c1c[nH]c2ccccc12	i	16.7	1.9%	3.9%	0.1%	-0.5%	0.6	1221	42.6	53.6	0.3%	i	0.5
CCN1C(=O)[C@H]2[C@@H](c3ccc(C)cc3)N3C(=O)N(c4cccc(Cl)c4)C(=O)[C@@]3(C)[C@H]2C1=O	i	5.8	4.5%	8.2%	.	-0.6%	.	.	.	.	.	i	2.2
CN1C(C(=O)NCC2CC2)CC2Cn3c(nc4cc5ccccc5cc43)C21 (stereo unspecified)	i	5.6	1.3%	5.3%	-0.5%	2.1%	-0.8	1339	.	.	-5.2%	i	1.3
CCCCCCNc1cc(C)oc(=O)c1C(C)=O	i	50.3	1.5%	-3.4%	-1.8%	2.9%	1.6	467	-16.2	-13.7	6.7%	i	0.5
CCOc1ccc(C(=O)Nc2ccc(N3CCN(C(C)=O)CC3)cc2)cc1[N+](=O)[O-]	i	65.0	18.1%	11.5%	-0.7%	2.5%	0.0	1479	-0.4	3.7	-2.9%	i	0.3
CC(C)(C)OC(=O)N1Cc2ccccc2C[C@H]1C(=O)NC1CCCC1	i	30.4	3.4%	4.5%	-0.1%	0.7%	.	.	.	.	5.5%	i	0.3
CCC(C)Sc1nc2c(cnn2-c2ccc(C)c(C)c2)c(=O)[nH]1 (stereo unspecified)	i	23.1	5.3%	0.4%	0.3%	1.9%	0.1	1070	13.8	-2.4	-17.2%	i	0.9
CS(=O)(=O)c1ccc(N2CCN(C3CC(=O)NC3=O)CC2)cc1 (stereo unspecified)	i	54.6	1.9%	5.6%	0.1%	0.7%	-0.5	1089	12.8	2.1	1.3%	i	0.8
CCOc1ccc(N2CC(C(=O)OCC(=O)c3ccc(OC)cc3)CC2=O)cc1 (stereo unspecified)	i	7.4	-0.8%	10.9%	-0.3%	0.6%	.	.	.	.	4.0%	i	4.2
C=CCNc1nc2ccccc2nc1NS(=O)(=O)c1cccs1	i	48.6	15.1%	7.7%	0.1%	4.3%	-0.4	1099	-4.0	1.7	-22.5%	i	1.4
CCOC(=O)C1(Cc2ccccc2Cl)CCN(C(=O)CCn2ccnc2C)CC1	i	57.7	1.5%	-5.3%	-0.5%	-1.0%	1.9	1031	4.7	12.7	9.8%	i	0.6
Cc1cc(C(=O)COc2ccc(Cl)cc2Br)c(C)n1C	i	46.6	9.1%	1.0%	-0.4%	54.7%	-0.6	1069	10.1	37.5	-7.5%	.	.
O=C(CSCc1ccccc1Cl)Nc1c[nH]c(=O)[nH]c1=O	i	3.2	5.5%	4.9%	0.6%	3.9%	-0.3	461	-11.1	-4.5	-6.7%	i	0.8
Cn1cccc1Cc1nnc(SCC(=O)NCCc2ccccc2)n1-c1ccc(F)cc1	i	28.2	0.8%	-0.2%	-0.8%	-1.4%	.	.	12.4	4.1	2.3%	i	1.6
COCc1ccc(CN2CCCC(CO)(Cc3cccc(OC)c3)C2)o1 (stereo unspecified)	i	46.0	12.8%	-6.8%	-0.1%	-2.3%	-0.1	1329	.	.	-2.1%	i	0.2
CCCC(=O)Nc1nnc(-c2ccco2)s1	i	37.3	3.8%	10.5%	0.4%	2.3%	3.4	1206	11.9	-0.4	6.4%	i	0.7
Cn1c(=O)cc2c3c(c(N4CCCCC4)ccc31)C(=O)c1ccccc1-2	i	10.0	12.6%	.	-0.1%	14.1%	1.3	1361	.	.	-9.8%	i	1.1
O=C(N/N=C/c1ccccn1)c1ccc(S(=O)(=O)N2CCCCCC2)cc1	i	55.0	4.3%	7.7%	0.1%	2.0%	1.2	1090	2.2	0.8	-10.3%	i	0.1
COc1cccc(C2CC(=O)Nc3cc(OC)c(OC)cc32)c1 (stereo unspecified)	i	52.9	15.3%	11.8%	-0.6%	-0.3%	.	.	.	.	-6.2%	i	0.6
